Pf Dd2 inh – inhibitors of Plasmodium falciparum Dd2 growth | P. falciparum Dd2 growth, SYBR Green, 72 h; stronger effect = lower value | activity change, % at 10 µM | actives 2.3% (n = 94,000) | AID 1159554; in the data active means activity change below about -80%; inconclusive means no clear call, values can overlap the other calls
Tcruzi prolif – blocks T. cruzi growth in NIH3T3 culture | AID 624255 | actives 5.9% (n = 77,000) | inhibition, % at 8.34 µM | T. cruzi beta-gal in NIH3T3, GalScreen luminescence, 90 h;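 active means mean inhibition above about 93%, with at least 55% of replicates each passing it, limit read from the data, passing the limit was not always enough; inconclusive means only one of those two conditions holds; inactive means neither condition holds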
C diff HTS – C. difficile growth inhibition. actives 0.25% (n = 86,000). Clostridium difficile clinical isolate growth, OD600, 24 h; stronger effect = lower value. AID 1259249. growth activity, negative = inhibition, % at 16 µg/mL (by protocol);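 active means mean growth activity at or below -80% and every replicate also at or below -80%; inconclusive means mean at or below -80% but some replicate above -80%; inactive means mean growth activity above -80%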;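 further: 0% = DMSO wells and -100% = levofloxacin 16 µg/mL wells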
KDM4C inh – inhibitors of human demethylase GASC-1 KDM4C | Q9H3R0 | GST-KDM4C 2-372, H3K9me3 peptide, LANCE TR-FRET | inhibition, % at 12.5 µM | actives 0.15% (n = 96,000) | AID 720574;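 active means mean replicate inhibition above about 25%, with at least 55% of replicates also reaching it, limit read from the data, passing the limit was not always enough; inconclusive means only one of those two conditions met; inactive means neither condition met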
Target sequence (Q9H3R0 2-372 limits assumed): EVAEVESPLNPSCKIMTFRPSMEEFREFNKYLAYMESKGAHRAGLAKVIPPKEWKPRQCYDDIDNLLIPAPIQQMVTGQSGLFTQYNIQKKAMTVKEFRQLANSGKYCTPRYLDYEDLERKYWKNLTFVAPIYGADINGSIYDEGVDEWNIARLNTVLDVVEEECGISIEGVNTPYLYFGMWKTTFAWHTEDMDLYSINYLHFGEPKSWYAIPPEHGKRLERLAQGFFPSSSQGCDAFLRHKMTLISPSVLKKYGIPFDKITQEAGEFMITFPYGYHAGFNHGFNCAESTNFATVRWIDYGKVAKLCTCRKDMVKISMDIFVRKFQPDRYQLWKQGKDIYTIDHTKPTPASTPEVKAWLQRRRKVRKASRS
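Material: GST-tagged GASC-1 (JMJD2C) catalytic fragment, aa 2-372 / Quantity: enzyme final amount 10 nM / Medium: HEPES buffer, pH 7.5, plus ascorbate / Doses: one test concentration per compound / Incubation: 30 min reaction, 60 min detection, RT / Measured by: LANCE TR-FRET / Read-out: inhibition from TR-FRET ratio decrease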
Numbers without * were called inactive; ? = inconclusive; / = not tested or not shown; & = joins results of further samples.

molecule | Pf Dd2 inh | Tcruzi prolif | C diff HTS | KDM4C inh
C[C@@H]1CN([C@@H](C)CO)C(=O)Cc2cc(NC(=O)Nc3cccc4ccccc34)ccc2O[C@H]1CN(C)S(=O)(=O)c1cccs1 | -27 | 14 | -3 | -0.9
CC(C)NC(=O)Nc1cccc2c1O[C@H](CN(C)Cc1ccc(Cl)c(Cl)c1)[C@H](C)CN([C@H](C)CO)C2=O | -12 | 13 | 10 | 0.6
COc1ccc2c3c(n(C)c2c1)[C@@H](CO)N(C(=O)NC1CCCC1)CC31CCN(C)CC1 | -58 | / | -5 | 0.6
Cc1noc(C)c1S(=O)(=O)N(C)C[C@H]1OCCCC[C@H](C)Oc2ccc(NS(=O)(=O)c3cccs3)cc2C(=O)N([C@@H](C)CO)C[C@@H]1C | -45 | / | -1 | -1.3
COc1ccccc1NC(=O)N(C)C[C@H]1Oc2ncc(Br)cc2C(=O)N([C@@H](C)CO)C[C@@H]1C | -44 | 16 | 3 | 0.2
O=C(NCC(F)(F)F)[C@H]1[C@H](CO)[C@H]2Cn3c(cccc3=O)[C@H]2N1C(=O)c1ccccc1F | / | -6 | -2 | 0.4
C[C@@H]1CN([C@@H](C)CO)C(=O)Cc2cc(NS(=O)(=O)c3ccc(F)cc3)ccc2O[C@@H]1CN(C)S(C)(=O)=O | -1 | 26 | -3 | 0.5
C[C@H]1CN([C@@H](C)CO)C(=O)c2cc(NC(=O)Nc3ccc(C(F)(F)F)cc3)ccc2O[C@@H]1CN(C)S(=O)(=O)c1cn(C)cn1 | -32 | 22 | / | -2.9
COc1ccc(S(=O)(=O)Nc2ccc3c(c2)C(=O)N([C@H](C)CO)C[C@H](C)[C@@H](CN(C)C(=O)Nc2cccc4ccccc24)O3)cc1 | -32 | -31 | -10 | 0.0
C[C@@H]1CCCCO[C@H](CN(C)C(=O)Nc2ccc(F)cc2)[C@@H](C)CN([C@@H](C)CO)C(=O)c2cc(NC(=O)C3CCCCC3)ccc2O1 | -86* | 66 | 8 | -0.2
CO[C@H]1CN(C)C(=O)c2ccc(NS(=O)(=O)c3cccc(C)c3)cc2OC[C@@H](C)NC[C@@H]1C | 22 | -10 | 0 | -0.3
COc1ccc(C#Cc2cnc3c(c2)C(=O)N([C@@H](C)CO)C[C@H](C)[C@@H](CN(C)C(=O)Nc2cccc(OC)c2)O3)cc1 | -5 | 42 | -7 | -4.0
C[C@@H]1CN([C@@H](C)CO)S(=O)(=O)c2ccc(C#CC(C)(C)O)cc2O[C@@H]1CN(C)C(=O)CC1CC1 | 11 | 1 | 2 | 0.1
C/C=C/c1ccc([C@H]2[C@@H](CO)N3CCCCN(S(=O)(=O)c4cccs4)C[C@H]23)cc1 | -52 | 3 | 30 | 0.2
O=C(N[C@H]1CC[C@H](CCn2cc(Cc3ccccc3)nn2)O[C@H]1CO)c1cnccn1 | 5 | 20 | 3 | 2.9
CC(=O)N(C)C[C@@H]1Oc2ncc(-c3ccccc3C)cc2C(=O)N([C@@H](C)CO)C[C@H]1C | 36 | -27 | 0 | -0.5
Cc1noc(C)c1S(=O)(=O)Nc1ccc2c(c1)C(=O)N([C@@H](C)CO)C[C@@H](C)[C@@H](CN(C)S(=O)(=O)c1ccccc1)OCCCC[C@@H](C)O2 | -45 | 65 | -8 | -0.9
Cc1ccc(S(=O)(=O)N(C)C[C@@H]2Oc3ccc(NS(=O)(=O)c4c(C)noc4C)cc3C(=O)N([C@@H](C)CO)C[C@H]2C)cc1 | -24 | 18 | 1 | -1.0
COc1ccc(NC(=O)Nc2ccc3c(c2)CC(=O)N([C@H](C)CO)C[C@@H](C)[C@H](CN(C)Cc2ccc4c(c2)OCO4)O3)cc1 | -37 | 31 | -7 | 0.4
CCCN(C)C[C@@H]1OCCCC[C@H](C)Oc2ccc(NC(=O)Nc3ccc(F)cc3)cc2C(=O)N([C@H](C)CO)C[C@@H]1C | / | 35 | 8 | 0.9
CO[C@@H]1CN(C)C(=O)c2ccc(NC(=O)c3cc(C)on3)cc2OC[C@H](C)N(C(C)=O)C[C@@H]1C | -10 | 14 | / | 0.6
COCC(=O)N1CC(=O)N2[C@@H](CO)[C@@H](c3ccc(C#CCc4ccccc4)cc3)[C@@H]2C1 | -13 | / | -3 | 0.8
CCc1csc(N2[C@H](CO)[C@@H](c3ccc(-c4cccc(F)c4)cc3)[C@@H]2C#N)n1 | 0 | 85 | 12 | -1.9
CNC(=O)C[C@@H]1CC[C@H]2[C@@H](COc3ccc(NC(=O)Nc4ccccc4)cc3C(=O)N2C)O1 | -5 | 0 | -5 | -0.9
CO[C@H]1CN(C)C(=O)c2ccc(NC(C)=O)cc2OC[C@@H](C)N(Cc2ccccc2C(=O)O)C[C@@H]1C | 32 | -33 | / | 0.9
COCC(=O)N(C)C[C@@H]1Oc2cc(C#Cc3ccccc3)ccc2S(=O)(=O)N([C@H](C)CO)C[C@H]1C | -77 | 71 | -12 | -2.9
CO[C@@H]1CN(C)C(=O)c2cc(NC(=O)Cc3ccccc3)ccc2OC[C@H](C)N(C(C)=O)C[C@@H]1C | -23 | 50 | / | -0.4
O=C(C[C@@H]1C[C@H]2c3cc(NC(=O)Nc4ccc(F)cc4)ccc3O[C@H]2[C@@H](CO)O1)NC1CCCCC1 | 6 | 3 | 0 | 0.7
CCC(=O)Nc1ccc2c(c1)OC[C@H](C)N(Cc1ccccc1)C[C@@H](C)[C@H](OC)CN(C)C2=O | -20 | 4 | -1 | 3.4
Cc1noc(C)c1NC(=O)Nc1ccc2c(c1)C(=O)N([C@@H](C)CO)C[C@@H](C)[C@H](CN(C)C(=O)Nc1ccccc1)OCCCC[C@@H](C)O2 | -14 | 11 | -1 | -0.1
CCS(=O)(=O)NCC[C@H]1CC[C@H](NS(=O)(=O)c2cccc(Cl)c2)[C@H](CO)O1 | -6 | 19 | / | 0.8
C[C@@H]1CCCCO[C@@H](CN(C)C(=O)C2CCCCC2)[C@@H](C)CN([C@@H](C)CO)C(=O)c2cc(NC(=O)Nc3ccccc3)ccc2O1 | -71 | 46 | 8 | -0.1
COc1ccc(CN(C)C[C@@H]2OCCCC[C@H](C)Oc3ccc(NC(=O)c4ccncc4)cc3C(=O)N([C@H](C)CO)C[C@H]2C)cc1 | -26 | -37 | -1 | 3.8
CO[C@@H](CN(C)Cc1cc(F)ccc1F)[C@H](C)CN(C(=O)Nc1ccc(F)cc1)[C@H](C)CO | -50 | -99 | / | 0.0
C[C@@H]1CN([C@@H](C)CO)S(=O)(=O)c2ccc(/C=C/c3ccccc3)cc2O[C@H]1CN(C)C(=O)c1ccncc1 | -33 | 101* | 6 | -4.7
CCCNC(=O)N1CCC2(CC1)CN(C(=O)NC1CCCC1)[C@H](CO)c1[nH]c3cc(OC)ccc3c12 | -29 | / | 78 | -0.9

By substructure: the entries above with a thiophene ring, fused or not
molecule | Pf Dd2 inh | Tcruzi prolif | C diff HTS | KDM4C inh
C[C@@H]1CN([C@@H](C)CO)C(=O)Cc2cc(NC(=O)Nc3cccc4ccccc34)ccc2O[C@H]1CN(C)S(=O)(=O)c1cccs1 | -27 | 14 | -3 | -0.9
Cc1noc(C)c1S(=O)(=O)N(C)C[C@H]1OCCCC[C@H](C)Oc2ccc(NS(=O)(=O)c3cccs3)cc2C(=O)N([C@@H](C)CO)C[C@@H]1C | -45 | / | -1 | -1.3
C/C=C/c1ccc([C@H]2[C@@H](CO)N3CCCCN(S(=O)(=O)c4cccs4)C[C@H]23)cc1 | -52 | 3 | 30 | 0.2

The list continues.
molecule | Pf Dd2 inh | Tcruzi prolif | C diff HTS | KDM4C inh
COc1ccc2c3c(n(C)c2c1)[C@@H](CO)N(C(=O)Nc1ccc(F)cc1)CC31CCN(C(=O)Nc2c(C)noc2C)CC1 | -52 | / | -3 | -0.9
CCCC(=O)Nc1ccc2c(c1)OC[C@H](C)N(C(=O)CN(C)C)C[C@@H](C)[C@H](OC)CN(C)C2=O | 14 | 56 | / | 0.3
C[C@H](CO)N1C[C@H](C)[C@@H](CN(C)C(=O)NC2CCCCC2)Oc2c(NC(=O)c3cnccn3)cccc2C1=O | 14 | 56 | 4 | 3.3
C[C@@H]1CCCCO[C@@H](CN(C)Cc2ccc(C(=O)Nc3ccccc3N)cc2)[C@@H](C)CN([C@H](C)CO)C(=O)c2cc(NC(=O)Nc3ccc(C(F)(F)F)cc3)ccc2O1 | -83* | / | 47 | 0.5
COc1ccc(NC(=O)N[C@@H]2CC[C@H](CC(=O)NCc3ccccn3)O[C@@H]2CO)cc1 | 6 | -15 | / | 0.5
O=C(Nc1cccc(F)c1)N[C@@H]1CC[C@@H](CCNS(=O)(=O)c2cccc(Cl)c2)O[C@H]1CO | 7 | 26 | / | -2.3
COc1ccccc1S(=O)(=O)N(C)C[C@H]1OCc2cn(nn2)CCCC(=O)N([C@@H](C)CO)C[C@H]1C | 2 | -7 | / | -1.8
CC(C)NC(=O)N[C@H]1CC[C@@H](CCN)O[C@H]1CO | 13 | 12 | / | -2.2
O=C(CN1CCOCC1)N1CCCCN2[C@H](C1)[C@H](c1ccc(C#Cc3ccccc3)cc1)[C@@H]2CO | 9 | 78 | -5 | 0.5
COc1cccc(CN2[C@H](CO)[C@@H](c3ccccc3)C23CN(C(=O)C2CC2)C3)c1 | -15 | / | -2 | -0.3
C[C@H](CO)N1C[C@H](C)[C@@H](CN(C)C(=O)C2CCOCC2)Oc2ncc(/C=C/c3ccccc3)cc2C1=O | -66 | 85 | 15 | -1.7
O=C(Cc1ccccn1)N1CC(=O)N2[C@H](CO)[C@H](c3ccc(-c4ccc(F)cc4)cc3)[C@@H]2C1 | 3 | / | -4 | -0.4
Cc1ccc(S(=O)(=O)N(C)C[C@@H]2OCCCC[C@@H](C)Oc3ccc(NC(=O)Cc4ccccc4)cc3C(=O)N([C@@H](C)CO)C[C@@H]2C)cc1 | -80 | 73 | / | -0.2
CO[C@@H]1CN(C)C(=O)c2ccc(NC(=O)NC(C)C)cc2OC[C@@H](C)N(C)C[C@@H]1C | 7 | 6 | / | 1.4
CC(=O)N1[C@@H]2Cn3c(cccc3=O)[C@H]1[C@@H](C(=O)NCC1CCCCC1)[C@@H]2CO | -1 | 4 | 7 | -0.1
Cc1ccc(-c2ccc3c(c2)O[C@H](CN(C)S(C)(=O)=O)[C@@H](C)CN([C@@H](C)CO)S3(=O)=O)cc1 | -6 | 21 | -14 | -0.1
O=C(C[C@H]1C[C@H]2c3cc(NC(=O)c4cccnc4)ccc3O[C@H]2[C@H](CO)O1)NCc1cc(F)ccc1F | -7 | 5 | -9 | -0.7
C[C@H]1CN([C@@H](C)CO)S(=O)(=O)c2ccc(C#Cc3ccccn3)cc2O[C@@H]1CN(C)Cc1ccccc1 | -43 | 75 | -12 | -24
C[C@H]1CN([C@@H](C)CO)S(=O)(=O)c2ccc(-c3ccc(C(=O)N(C)C)cc3)cc2O[C@@H]1CN(C)Cc1ccccc1C(=O)O | -4 | 46 | -8 | 0.1
C[C@@H]1CCCCO[C@H](CN(C)Cc2ccncc2)[C@H](C)CN([C@@H](C)CO)C(=O)c2cc(NC(=O)C3CCCCC3)ccc2O1 | -10 | 90 | -5 | 0.8
Cc1cccc(S(=O)(=O)N2C[C@@H]3N[C@H](C2)C3c2ccc(-c3cccc(C(=O)N(C)C)c3)cc2)c1 (stereo partly specified) | -36&-15 | / | -11&7 | 0.4&1.6
COc1ccc(NC(=O)Nc2ccc3c(c2)C(=O)N([C@H](C)CO)C[C@H](C)[C@@H](CN(C)S(=O)(=O)c2ccc(F)cc2)O3)cc1 | -20 | / | -2 | -1.5
CC(C)C#Cc1ccc([C@@H]2[C@H](C#N)N(C(=O)C3CCC3)[C@H]2CO)cc1 | -17 | ? | 8 | -3.3
CCN1[C@@H]2Cn3c(ccc(C4=CCCC4)c3=O)[C@H]1[C@@H](C(=O)N[C@@H](C)c1ccccc1)[C@@H]2CO | -6 | 28 | -1 | -0.5
CCC(=O)N1CC2(C1)CN(Cc1cccc(Cl)c1)[C@@H](CO)c1c2c2ccc(OC)cc2n1C | -50 | / | 12 | 2.6
C[C@H]1CN([C@@H](C)CO)S(=O)(=O)c2ccc(C#Cc3ccc(F)cc3)cc2O[C@@H]1CN(C)S(C)(=O)=O | -10 | 122* | -8 | -2.2
CC(C)C(=O)Nc1ccc2c(c1)C(=O)N(C)[C@@H]1CC[C@H](CC(=O)NCc3ccc(F)cc3)O[C@H]1CO2 | -3 | -29 | 3 | -1.2
O=C(C[C@H]1C=C[C@@H](NC(=O)c2ccncc2)[C@@H](CO)O1)NCCc1ccncc1 | / | / | 0 | 1.3
COc1ccc(S(=O)(=O)Nc2ccc3c(c2)C(=O)N([C@@H](C)CO)C[C@@H](C)[C@H](CN(C)S(=O)(=O)c2ccc(F)cc2)OCCCC[C@H](C)O3)cc1 | -28 | 100* | 7 | /
C[C@@H]1CN([C@H](C)CO)S(=O)(=O)c2ccc(/C=C/c3ccccc3)cc2O[C@H]1CN(C)C(=O)CN1CCOCC1 | -46 | -24 | -2 | 0.4

Assay outcomes from PubChem BioAssay.
